Rab2A wt mod: changes GTP binding to wildtype dog Rab2A, up or down; GST-Rab2 wt beads, Bodipy-GTP binding, flow cytometry; GTP binding activity, % at 10 µM; P61105; 190,000 compounds, 0.19% hits;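 active means GTP binding activity at least 20 points away from 100%, either lowered or raised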;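 further: 0% = beads with excess unlabeled GTP and 100% = no-compound control corrected for plate trend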
Rac1 mut GTP: alters GTP binding to activated mutant human Rac1; P63000; GST-Rac1 activated beads, fluorescent GTP binding, flow cytometry; actives lie on both sides; 100% means binding = to untreated wells; percent activity (GTP binding), % at 10 µM; 190,000 compounds, 0.11% hits; AID 764;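 active means GTP binding at least 20 percentage points away from the 100% baseline, in either direction, so actives lie on both sides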
Bim-Bcl-2: disrupts Bim peptide binding to human Bcl-2; P10415; inhibition, % at 10 µM; Bead-based flow cytometry, Bim peptide-Bcl-2 binding; 190,000 compounds, 0.06% hits; in the data active means inhibition above about 40%;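 further: 0% = no compound wells with probe peptide and 100% = reference peptide inhibitor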
Target sequence (P10415 whole entry, looked up): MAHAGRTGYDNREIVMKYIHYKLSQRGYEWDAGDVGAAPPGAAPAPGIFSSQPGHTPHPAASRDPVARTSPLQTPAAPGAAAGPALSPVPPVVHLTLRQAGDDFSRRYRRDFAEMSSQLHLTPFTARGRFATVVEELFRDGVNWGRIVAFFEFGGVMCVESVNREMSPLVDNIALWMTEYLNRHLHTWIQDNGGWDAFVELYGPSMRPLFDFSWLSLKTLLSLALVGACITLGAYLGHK
HRas wt GTP bind: human HRas wildtype GTP binding, change in either direction | GST-Ras wt beads, Bodipy-FL-GTP binding, flow cytometry; actives lie on both sides | GTP binding activity, % at 10 µM | AID 759 | 190,000 compounds, 0.14% hits;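 active means GTP binding activity at least 20% away from the 100% baseline, either lowered as inhibitor or raised as activator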;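 further: 0% = unlabeled GTP competition control and 100% = no-compound control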
Bcl-XL Bim block: human Bim-Bcl-XL interaction inhibition. AID 1007. 190,000 compounds, 0.04% hits. Q07817. inhibition, % at 10 µM. Bim peptide-Bcl-XL binding, bead flow cytometry, fluorescence
Target sequence (Q07817 whole entry, looked up): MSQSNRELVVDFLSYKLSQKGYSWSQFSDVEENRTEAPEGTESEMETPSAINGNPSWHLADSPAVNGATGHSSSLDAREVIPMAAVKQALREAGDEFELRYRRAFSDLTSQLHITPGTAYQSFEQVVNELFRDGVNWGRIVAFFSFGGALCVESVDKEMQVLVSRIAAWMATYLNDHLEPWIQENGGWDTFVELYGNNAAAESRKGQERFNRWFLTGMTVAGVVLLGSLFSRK
Bfl-1 Bim block: human Bim-Bfl-1 interaction inhibition; Q16548; Bead-based flow cytometry, Bim-Bfl-1 binding inhibition; inhibition, % at 10 µM; 190,000 compounds, 0.12% hits;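 further: 0% = wells without compound plus tracer and 100% = blocker peptide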
Bim-Bcl-B: disrupts Bim peptide binding to human Bcl-B; bead-based flow cytometry; inhibition, % at 10 µM; 190,000 compounds, 0.073% hits; AID 951;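 further: 0% = tracer peptide without compound and 100% = reference inhibitor peptide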
Target sequence (Q9HD36 whole entry, looked up): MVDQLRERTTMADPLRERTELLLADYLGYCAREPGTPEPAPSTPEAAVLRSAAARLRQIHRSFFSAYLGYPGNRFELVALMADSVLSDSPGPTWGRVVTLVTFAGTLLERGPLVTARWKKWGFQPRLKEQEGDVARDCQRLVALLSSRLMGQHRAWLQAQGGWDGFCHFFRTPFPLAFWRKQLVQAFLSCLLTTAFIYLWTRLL
Cdc42 wt: human Cdc42 wildtype GTP binding change, either direction; GST-Cdc42 beads, Bodipy-GTP binding, flow cytometry; actives lie on both sides; percent activity (GTP binding), % at 10 µM; 190,000 compounds, 0.2% hits; P60953;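 active means percent activity GTP binding at least 20 points away from the 100% baseline, either down as inhibitor or up as activator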;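 further: median bead fluorescence of bound Bodipy-FL-GTP at 100 nM; 0% = excess unlabeled GTP control and 100% = no compound control; below 100% means less GTP binding so inhibitor and above means activator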
Bim-Bcl-W: human Bim-Bcl-W interaction inhibition | AID 952 | inhibition, % at 10 µM | Q92843 | 190,000 compounds, 0.02% hits | bead-based flow cytometry, Bim peptide-Bcl-W binding;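 further: 0% = bound tracer without compound and 100% = peptide blocker; higher means less fluorescent Bim peptide bound to Bcl-W beads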
Target sequence (Q92843 whole entry, looked up): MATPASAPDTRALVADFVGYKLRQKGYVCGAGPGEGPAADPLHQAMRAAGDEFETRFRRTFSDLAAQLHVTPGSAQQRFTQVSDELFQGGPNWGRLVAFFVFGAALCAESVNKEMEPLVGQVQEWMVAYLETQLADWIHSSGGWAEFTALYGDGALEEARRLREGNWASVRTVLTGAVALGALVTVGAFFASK
Rab7 wt GTP bind: modulators of GTP binding to dog Rab7 wildtype GTPase; GST-Rab7 beads, fluorescent GTP binding, flow cytometry; actives lie on both sides; untreated = 100%, excess cold GTP = 0%; GTP binding activity (percent of control), % at 10 µM; 190,000 compounds, 0.055% hits;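 active means fluorescent GTP binding to Rab7 beads changed by at least 20 points from the 100% baseline, either direction, mostly lower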;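 further: median green fluorescence of bound Bodipy-FL-GTP per Rab7 bead population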
Rac1 wt GTP bind: modulators of human Rac1 wildtype GTP binding; GTP binding activity (% of control), % at 10 µM; 190,000 compounds, 0.27% hits; GST-Rac1 beads, fluorescent GTP binding, flow cytometry; actives lie on both sides; 0 = cold GTP competed, 100 = untreated; AID 757;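 active means GTP binding activity at least 20 points away from the 100% control level, either lower or higher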
Numbers without * were called inactive. Unless noted, no stated cut-off is given here; in the data, active means inhibition above about 40%. Rows are unselected; about 0.62% have a hit in one of these screens.

SMILES	Rab2A wt mod	Rac1 mut GTP	Bim-Bcl-2	HRas wt GTP bind	Bcl-XL Bim block	Bfl-1 Bim block	Bim-Bcl-B	Cdc42 wt	Bim-Bcl-W	Rab7 wt GTP bind	Rac1 wt GTP bind
Cc1cccc(NC(=O)CCCSc2nc3ccccc3[nH]2)c1	102	95	-2	102	-5	-1	-6	103	-3	102	100
Cc1cc(C(=O)Cn2nc(C(=O)O)c3ccccc3c2=O)c(C)n1CCc1ccc(Cl)cc1	90	89	-3	92	-3	-4	-3	92	-4	91	93
Nc1ccccc1N1CCN(C(=O)c2ccccc2)CC1	97	98	1	100	-2	2	-3	99	1	101	103
O=C1N=C(N2CCC(Cc3ccccc3)CC2)S/C1=C/c1cn[nH]c1-c1ccccc1	101	96	-6	100	-6	-7	-5	98	0	104	103
CC(=O)Nc1ccc(NC(=O)CSc2nnc(CNc3ccc(F)cc3)n2CC2CCCO2)cc1 (stereo not given)	97	97	-3	96	-2	-3	-4	98	-3	101	98
COc1ccc(CCNC(=O)CCCN2C(=O)c3ccccc3C2=O)cc1OC	101	100	-1	101	-2	-1	-5	101	-6	102	102
O=C(CSc1ncn[nH]1)c1ccc2c(c1)OCO2	95	92	2	97	7	6	1	96	5	95	95
CC(CCc1ccccc1)NC(=O)COC(=O)C1CCC(C(C)(C)C)CC1 (stereo not given)	97	97	-4	98	-7	-8	-9	98	-6	98	101
O=C1C=C(N2CCCCC2)C2(CCCCC2)O1	103	98	-1	102	-2	-3	-1	105	0	105	102
Cc1nc(SCC(=O)NC2CCCC2)[nH]c(=O)c1Cc1ccccc1	100	100	-12	100	-9	-17	-10	102	-2	101	106
COc1ccc(OC)c(NS(=O)(=O)c2ccc(N3CCCC3=O)cc2)c1	103	101	-7	104	-4	-8	-7	104	5	102	110
CCCSc1nc2c(c(=O)n1-c1ccc(OCC)cc1)SCC2	93	93	6	95	-7	2	2	96	1	94	94
CCOC(=O)c1c(NC(=O)Cn2nc(C(F)(F)F)cc2C)sc2c1CCC2	101	99	-1	103	-7	-1	0	98	-4	101	102
CCCCn1c(CN2CCN(CCO)CC2)nc2ccccc21	98	96	-7	97	-3	-8	-7	98	-2	99	96
Cc1ccc(CN2CCN(c3ncccn3)CC2)o1	98	95	-4	98	0	-10	-6	103	1	97	112
COCCCNC(=S)N(Cc1ccccc1)Cc1nc2ccccc2c(=O)[nH]1	104	102	-1	104	-5	0	-3	106	-1	102	105
CC(C)C(=O)NNS(=O)(=O)c1ccccc1	95	100	-1	99	0	-1	-4	100	2	110	103
Brc1cc2c(cc1COc1ccc(-c3nn[nH]n3)cc1)OCO2	98	97	-12	99	-12	-24	-12	101	-7	98	108
O=C(COC(=O)/C=C/c1ccc(F)cc1)Nc1cc(C(F)(F)F)ccc1N1CCOCC1	95	97	-1	97	-3	-1	-2	96	-2	99	101
CC1CCCN(S(=O)(=O)c2ccc(Br)s2)C1 (stereo not given)	96	100	-3	98	-4	-2	-8	101	-6	99	105

The final six entries of the section above open the next one:
SMILES	Rab2A wt mod	Rac1 mut GTP	Bim-Bcl-2	HRas wt GTP bind	Bcl-XL Bim block	Bfl-1 Bim block	Bim-Bcl-B	Cdc42 wt	Bim-Bcl-W	Rab7 wt GTP bind	Rac1 wt GTP bind
Cc1ccc(CN2CCN(c3ncccn3)CC2)o1	98	95	-4	98	0	-10	-6	103	1	97	112
COCCCNC(=S)N(Cc1ccccc1)Cc1nc2ccccc2c(=O)[nH]1	104	102	-1	104	-5	0	-3	106	-1	102	105
CC(C)C(=O)NNS(=O)(=O)c1ccccc1	95	100	-1	99	0	-1	-4	100	2	110	103
Brc1cc2c(cc1COc1ccc(-c3nn[nH]n3)cc1)OCO2	98	97	-12	99	-12	-24	-12	101	-7	98	108
O=C(COC(=O)/C=C/c1ccc(F)cc1)Nc1cc(C(F)(F)F)ccc1N1CCOCC1	95	97	-1	97	-3	-1	-2	96	-2	99	101
CC1CCCN(S(=O)(=O)c2ccc(Br)s2)C1 (stereo not given)	96	100	-3	98	-4	-2	-8	101	-6	99	105
c1ccc(SCCOCCn2cncn2)cc1	100	96	-3	101	-5	-1	-2	103	-1	99	100
NS(=O)(=O)c1ccc(NC(=S)N2CCN(c3ccccc3Cl)CC2)cc1	97	98	-4	99	1	-7	0	101	2	102	105
CCOC(=O)N1CCN(c2c(N3CCN(c4ccccn4)CC3)c(=O)c2=O)CC1	103	99	-6	100	-8	-4	-9	104	-8	97	104
CC1=NN(c2cccc(C(=O)O)c2)C(=O)/C1=C\C=C/c1ccccc1	83	83	3	86	-2	0	0	82	-1	90	81
CN(C)c1ccc(C(=O)c2ccc(N(C)C)c(N)c2)cc1N	99	100	0	100	2	1	2	99	6	98	104
NC(=O)c1c(NC(=O)c2cnccn2)sc2c1CCCC2	80	85	-3	83	1	8	-32	82	4	87	70*
COC(=O)c1ccc(Cl)c(NS(=O)(=O)c2ccc3c(c2)OCCO3)c1	96	96	-7	100	-8	-8	-8	101	2	100	102
Cc1cc(=O)n2nc(N3CCCC(C(=O)NCc4ccc5c(c4)OCO5)C3)sc2n1 (stereo not given)	102	100	-5	102	-4	-8	-7	101	3	102	104
N/C(Cc1ccc(Cl)cc1)=N\OC(=O)c1cccc2ccccc12	97	97	-6	94	-1	1	-2	97	-2	94	100
C(=N\NC(=Nc1ccccc1)c1ccccn1)/c1ccccn1	104	103	-4	101	-1	-1	0	103	-2	97	103
COc1ccccc1N=c1oc2cc(O)ccc2cc1C(=O)NCC1CCCO1 (stereo not given)	103	100	-3	105	-1	0	-1	105	0	101	104
C/C(N)=C(/C#N)C(=O)COC(=O)CC12CC3CC(CC(C3)C1)C2	103	102	-3	102	-6	-20	-8	107	0	99	108
Cc1ccc(-n2c(=O)[nH]cc(C(=O)N3CCc4ccccc43)c2=O)cc1C	104	103	-6	102	-4	-10	-5	101	3	102	107
O=C(NCc1ccco1)C(=O)NCC1OCCN1S(=O)(=O)c1ccccc1 (stereo not given)	97	99	-1	99	-3	0	-5	98	-6	95	102
COc1ccc(-n2c(=O)/c(=C\c3cccs3)s/c2=C(/C#N)C(=O)N2CCN(C)CC2)cc1	99	97	-4	99	-3	-5	-5	100	-3	103	100
COc1ccccc1N(CC(=O)NC1CCCCC1)C(=O)c1csnn1	101	99	-4	99	-8	-5	-6	99	-7	94	102
CCCCOc1ccc(C(=O)O)cc1	103	102	-12	103	-3	-11	-8	105	-1	97	105
N#C/C(=N\Nc1ccc(S(=O)(=O)N2CCCCCC2)cc1)C(N)=S	91	93	0	92	-1	0	-8	90	-2	100	95
CCn1c(=O)cc(SCC(=O)N2CCN(Cc3ccc4c(c3)OCO4)CC2)c2ccccc21	95	96	-8	98	-3	-17	-7	101	2	97	103
CN(C)S(=O)(=O)c1ccc(C(=O)Nc2ccc(CCC(=O)N3CCCC3)cc2)cc1	96	97	-6	96	-3	-11	-4	92	1	98	94
Cc1cc(C)nc(SCc2cc(=O)c(OC(=O)c3cccc([N+](=O)[O-])c3)co2)n1	96	95	5	95	16	-9	0	97	10	99	93
COC(=O)c1[nH]c2ccc(Cl)cc2c1NC(=O)CCN1CCN(C2CCCCC2)CC1	96	98	-4	96	0	-6	-5	98	0	96	97
CCCCc1cc(=O)oc2cc(OCc3cc(OC)c(OC)c(OC)c3)c(Cl)cc12	94	91	-5	95	-3	-2	0	93	-4	95	91
COc1ccc(F)cc1S(=O)(=O)Nc1ccc2c(c1)OCCO2	99	99	-7	101	-2	-7	-4	104	1	102	105
CC(=O)NCCc1cc2ccc(C)cc2[nH]c1=O	94	93	-4	94	-3	-5	-4	93	0	94	95
CCC1(CC)NC(=O)N(Cc2nc3ccccc3s2)C1=O	98	100	-1	99	-3	-5	-3	99	-3	99	103
CCCN1CCN(C(=O)CCCn2c(C)c3cnn(-c4ccccc4)c(=O)c3c2C)CC1	101	102	-5	102	-3	-9	-3	101	1	99	105
CC(C)n1nc(C(=O)NCc2ccc3c(c2)OCO3)c2ccccc2c1=O	99	99	0	98	-1	-1	-3	92	0	96	101
CCCN(CCC)S(=O)(=O)c1ccc(NC(=O)C2CCCO2)cc1 (stereo not given)	96	99	-5	99	-3	-3	-4	99	-3	95	101
COC(=O)c1ccc(NC(=O)Nc2ccc3c(c2)nc(C)n3C)cc1	97	98	0	98	-3	-4	-3	98	0	97	97
CC(Sc1nc(-c2ccccc2)cc(=O)[nH]1)C(=O)O (stereo not given)	98	98	0	99	1	-7	-3	100	3	98	102
CCOC(=O)Cc1csc(NC(=O)/C=C/c2cccc(Br)c2)n1	95	95	0	92	-2	0	-3	93	-2	101	96
CC(C)(C)OC(=O)NCCCCCNC(=O)c1[nH]cnc1C(=O)N[C@@H](Cc1ccccc1)C(=O)OCc1ccccc1	93	93	-5	94	-3	-6	-5	94	-1	94	97
O=C(NC1CCCCC1)c1ccc(CS(=O)(=O)Cc2ccccc2F)o1	99	97	-12	102	-11	-24	-11	105	-5	104	107
CC(=O)/C(CN1CCCCC1)=N\O	97	96	-5	100	-1	-3	-3	99	-5	97	99
Cc1ccc(NS(=O)(=O)c2ccc(CCC(=O)NC3CC3)cc2)cc1	100	100	-3	101	4	-6	-3	103	7	101	108
CCC(NC(=O)C1CCC1)c1ccccc1 (stereo not given)	105	100	0	103	3	0	-5	102	5	99	105
COc1cc(C(=O)N(Cc2ccc(N(C)C)cc2)C2CCS(=O)(=O)C2)cc(OC)c1OC (stereo not given)	99	98	-3	99	-1	-3	-5	99	2	99	101
CCOc1ccc(/C(O)=C2/C(=O)C(=O)N(CC3CCCO3)C2c2ccc(C)o2)cc1 (stereo not given)	95	96	1	96	-4	-1	-1	100	0	95	100
CN(Cc1ccccc1)S(=O)(=O)c1ccc(Cl)c(C(=O)O)c1	95	91	0	95	0	-5	3	92	1	93	93
CC(=O)N(c1nc(CCl)cs1)c1cccc(C)c1C	95	98	0	96	-1	-3	-4	97	1	96	100
C/C(=N\N=C(N)N)c1cccc([N+](=O)[O-])c1	99	99	5	100	2	1	5	102	1	97	104
Cc1occc1C(=O)Nc1ccc(Br)cc1F	102	103	-6	101	5	-5	2	103	0	106	107
CCCCn1c(=O)n(CC(=O)NCc2ccc(C)cc2)c(=O)c2c1nc(CO)n2CCC	104	103	-1	104	-3	-1	-2	105	-4	98	101
O=C(c1ccccc1Oc1ccccc1)N1CCN(c2ccccc2F)CC1	103	96	-3	103	-5	-15	-10	102	1	104	105
CCCc1nn(-c2cc(Cl)ccc2OC)c2c1C(=O)CC(C)(C)C2	100	101	-2	103	-4	-11	-7	103	-1	99	107
Cn1c(-c2cc(Br)ccc2O)n[nH]c1=S	99	97	10	99	-1	18	-10	98	7	96	99
Cn1cc(C(=O)N2CCc3ccccc3C2)c(=O)c2cc(S(=O)(=O)N3CCOCC3)ccc21	103	104	-4	101	-16	-4	-19	100	-13	102	117

High-throughput results from PubChem.
